Screening results deposited in PubChem BioAssay by National Center for Advancing Translational Sciences (NCATS).
TrxR1 substrate – rat thioredoxin reductase 1 substrate activity | purified TrxR1 substrate turnover, NADPH consumption readout | O89049 | 390,000 compounds, 0.01% hits | Potency, µM (top dose mostly 114 µM), for inactives: at the top dose activity change, negative = substrate turnover | AID 588456; note: potency is the fitted concentration of half-maximal effect; % is set by controls: 0 for no effect and ±100 for the full control effect; nearly all actives have a fitted effect of over 50% in size
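Rat TrxR1, dispensed at 90 nM, was prereduced with 400 uM NADPH (final) for 5 min at ~22 deg C, then incubated with compound 15 min before 400 uM selenite. A first-read NADPH fluorescence drop versus no-compound background flagged substrates.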
PI4K2A inh – inhibitors of human PI4K2A | Q9BTU6 | purified PI4K2A, ADP-Glo luminescence, 1 h; stronger effect = lower value | activity change, negative = inhibition, % at 76.9 µM | 420,000 compounds, 0.13% hits; in the data active = activity change below about -50%; inconclusive = mostly about -30% to -49%;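 note: -100% = wells without enzyme as full effect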
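Compounds are screened against recombinant PI4K2A using PI as substrate and ATP, the latter dispensed at 300 microM. Reactions run one hour at ambient temperature before ADP-Glo detection; full inhibition defined by wells lacking enzyme.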
IDH1 R132H inh – inhibitors of human mutant IDH1 R132H; O75874; IDH1-R132H enzyme, NADPH consumption, diaphorase/resazurin fluorescence; Potency, µM (doses to about 76.6 µM), for the others: at the highest dose activity change, negative = inhibition, hits mostly inhibitors; 390,000 compounds, 0.093% hits; AID 602179; note: potency is the fitted concentration of half-maximal effect; % is set by controls: 0 for no effect and ±100 for the full control effect; nearly all actives have a fitted effect of over 65% in size
Target sequence (O75874 whole entry R132H, stated change not applied): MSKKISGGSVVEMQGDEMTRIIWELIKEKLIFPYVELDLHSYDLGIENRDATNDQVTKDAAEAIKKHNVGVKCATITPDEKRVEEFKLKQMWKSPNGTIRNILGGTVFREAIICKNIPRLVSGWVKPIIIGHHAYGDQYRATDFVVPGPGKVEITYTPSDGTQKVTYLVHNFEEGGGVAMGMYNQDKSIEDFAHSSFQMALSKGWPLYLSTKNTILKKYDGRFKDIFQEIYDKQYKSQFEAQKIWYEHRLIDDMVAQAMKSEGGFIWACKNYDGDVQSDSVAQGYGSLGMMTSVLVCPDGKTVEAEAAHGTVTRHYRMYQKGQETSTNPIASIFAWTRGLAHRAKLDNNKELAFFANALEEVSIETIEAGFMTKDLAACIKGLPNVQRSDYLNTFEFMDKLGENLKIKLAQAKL
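IDH1-R132H (0.5 ug/mL dispensed) in pH 7.5 Tris buffer was preincubated 30 min with compound, then given a substrate mix of 0.016 mM NADPH and 2 mM alpha-KG for 80 min at room temperature; remaining NADPH was read by diaphorase/resazurin fluorescence.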
TRHR ag – TRH receptor (human) agonism; P34981; TRHR cells, calcium flux fluo-8, FDSS agonist mode; activation, % at 2 µM; 360,000 compounds, 0.18% hits; in the data active = activation above about 30%; note: 0% is about no effect
Target sequence (P34981 whole entry, looked up): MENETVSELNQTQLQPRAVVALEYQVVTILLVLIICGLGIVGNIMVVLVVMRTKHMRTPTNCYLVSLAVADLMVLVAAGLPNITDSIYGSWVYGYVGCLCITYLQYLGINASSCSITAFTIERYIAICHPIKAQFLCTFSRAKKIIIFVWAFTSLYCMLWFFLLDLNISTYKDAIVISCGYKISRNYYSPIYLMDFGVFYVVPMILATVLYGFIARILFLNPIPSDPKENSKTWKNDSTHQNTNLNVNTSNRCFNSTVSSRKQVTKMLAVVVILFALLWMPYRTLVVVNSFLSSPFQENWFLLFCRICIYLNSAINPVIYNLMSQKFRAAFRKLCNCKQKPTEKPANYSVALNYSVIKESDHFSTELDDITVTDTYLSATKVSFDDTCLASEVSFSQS
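TRHR-expressing cells, plated overnight in medium with 10% serum, were loaded with fluo-8 calcium dye at room temperature. After a 10 s baseline, library compound was pin-added and calcium release was recorded kinetically (ex 480/em 530) as agonist response.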
USP1 inh – USP1/UAF1 (human) deubiquitinase inhibition; 390,000 compounds, 0.23% hits; O94782; recombinant USP1/UAF1, Ub-Rhodamine cleavage fluorescence; AID 743255; Potency, µM (series often up to 57.1 µM), for the others: at the top dose activity change, negative = inhibition, most hits filed as inhibitors; note: potency is the fitted concentration of half-maximal effect; % is set by controls: 0 for no effect and ±100 for the full control effect; nearly all actives have a fitted effect of over 60% in size; inactives centre near -12
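1 nM enzyme complex + cpd, 15 min RT; start with Ub-Rho 150nM final; kinetic fluorescence ex 480/em 540, 6 reads q60 s. Buffer 50mM HEPES pH 7.8, 0.5mM EDTA, 0.1 mg/ml BSA, 1mM TCEP, 0.01% Tween-20.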
D2 ag – D2 dopamine receptor (human) agonism; P14416; HEK293 T-REx D2 cells, calcium flux agonist mode; activation, % at 2 µM; 340,000 compounds, 0.53% hits;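 active = activation over 3 SD above normal in the single-dose calcium agonist read, cut at about 30% in these data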; note: 0% is about no effect
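Agonism scored from kinetic calcium signal (1 read/sec, 180 s) following compound pin transfer, after a 10 s baseline. Cells: HEK293 Trex line expressing inducible D2 receptor coupled to calcium, dye-loaded after overnight culture at 30 C.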
D2 antag – antagonizes the human D2 dopamine receptor. 340,000 compounds, 2% hits. AID 485344. inhibition, % at 10 µM. HEK293 TREx D2 cells, calcium flux, dopamine EC80; in the data active = inhibition above about 30%; note: 0% is about no effect
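Inhibition of EC80 dopamine-driven calcium flux, recorded kinetically, defines activity here; cells are a tetracycline-induced HEK293 T-REx line expressing force-coupled D2.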
TrxR1 inh – blocks rat thioredoxin reductase 1. Potency, µM (highest dose often 114 µM), without a hit: top-dose activity change, negative = inhibition, actives largely listed as inhibitors. AID 588453. 390,000 compounds, 1% hits. recombinant rTrxR1, NADPH fluorescence consumption, selenite substrate; note: potency is the fitted concentration of half-maximal effect; % is set by controls: 0 for no effect and ±100 for the full control effect; nearly all actives have a fitted effect of over 65% in size
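Rat TrxR1 (90 nM in the dispensed reagent) was pre-reduced with 400 uM NADPH for 5 min at room temperature, then incubated with compound for 15 min. After 400 uM selenite was added, NADPH fluorescence (Ex 340/Em 450 nm) was followed for 8 min.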
TRHR PAM – allosteric enhancers of human TRH receptor; P34981; TRHR cells, fluo-8 calcium fluorescence, EC20 TRH enhancement; enhancement, % at 2 µM; 360,000 compounds, 0.66% hits; in the data active = enhancement above about 30%; note: 0% is about no effect
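TRHR-expressing cells loaded with fluo-8 calcium dye were read kinetically (ex 480/em 530) during compound addition, then stimulated with an EC20 of TRH (10 nM final). Enhancement of the Gq-mediated intracellular calcium response was scored.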
An asterisk follows results filed as active; ? = inconclusive; . = no result given; [ ] = dose if it differs, or a comment. Unless noted, calls come from the whole dose curve; as a rule, active = well fitted inhibition curve with a large enough effect; inconclusive = small, poorly fitted or top-dose-only effect; inactive = no such curve, though single readings can be large or run the other way. Outcome played no part in choosing rows, and some 3.9% of all compounds hit somewhere here.

SMILES	TrxR1 substrate	PI4K2A inh	IDH1 R132H inh	TRHR ag	USP1 inh	D2 ag	D2 antag	TrxR1 inh	TRHR PAM
COc1ccc(NC(=O)c2cccc3c2C(=O)N(C2CCCCC2)C3)cc1	6%	-7	-5%	-0.9	-20%	-0.4	-10	21%	-6
COc1ccn(C2CCCCO2)c(=O)n1 (stereo not given)	6%[57.1 µM]	2	-5%	.	13%	.	.	11%[57.1 µM]	.
O=C(O)C1CCCCC1C(=O)Nc1cccc(Br)c1 (stereo not given)	2%	-11	0%	0.3	?	0.3	9	10%	1
COc1ccccc1OCCCCn1c(-c2ccc(Cl)cc2)nc2ccccc2c1=O	2%	-3	-5%	0.6	-28%	1.6	.	-3%	-6
COCCNC(=O)C1CC2Cn3c(nc4cc(Cl)c(Cl)cc43)C2N1C (stereo not given)	7%	-2	11%	0.3	-28%	-2.0	-25	-3%	5
O=C(Cc1cccs1)Nc1ccccc1F	8%[57.1 µM]	-17	3%	0.6	-2%	0.9	-9	0%[57.1 µM]	-8
O=C(Oc1ccccc1-c1nnco1)c1ccc(Cl)cc1	4%	9	5%	-0.5	-23%	-1.0	-7	7%	-2
O=C(c1ccc(Cl)cc1)n1c(NCc2ccccc2)n[nH]c1=S	2%[57.1 µM]	-2	3%	0.4	-15%	.	.	13%[57.1 µM]	-8
c1ccc(CSc2nnc(-c3ccco3)n2Cc2ccco2)cc1	7%	-2	1%	-1.7	-19%	0.3	-3	1%	2
COc1ccc(CCNC(=O)c2cc3c(C)nccc3[nH]c2=O)cc1OC	-13%[57.1 µM]	1	1%	-0.4	-10%	-0.3	-8	27%[57.1 µM]	1
C[C@H](CO)N1C[C@H](C)[C@@H](CN(C)Cc2ccc3c(c2)OCO3)Oc2ccc(NC(=O)Cn3cnnn3)cc2C1=O	3%	-1	1%	.	-29%	.	.	-11%	.
COc1ccc(-n2c(SCC(=O)Nc3sc4c(c3C#N)CCCC4)nnc2-c2ccc(O)cc2)cc1	-10%	-1	8%	1.3	-11%	2.0	-7	-9%	-1
O=C(COc1ccc2ccccc2c1)NNC(=O)[C@@H]1CCCC[C@@H]1C(=O)O	-5%	3	-3%	-0.1	-20%	0.3	-11	-5%	1
O=c1[nH]c(=O)n(-c2ccccc2)c2c1C(C(F)(F)F)(C(F)(F)F)N=C(C1CCCCC1)N2	100%	-1	-4%	-1.0	-3%	0.0	-11	-6%[57.1 µM]	0
Cc1cccc2c(=O)n3c(cc12)-c1[nH]c2ccccc2c1CC3	14%[11.4 µM]	-1	1%	.	-20%	.	.	5%[11.4 µM]	.
Cc1oc2ncn(C)c(=O)c2c1C(=O)NCCCN(Cc1ccccc1)C(C)C	2%	-1	5%	2.3	?	-1.5	.	6%	-4
Cc1ccc(S(=O)(=O)N2CCOCC2)cc1NC(=O)COC(=O)CCc1c[nH]c2ccccc12	-5%	-2	5%	.	1%	.	.	16%	.
O=C(/C=C/Nc1ccc(F)cc1)c1cccs1	-14%	-13	11%	.	-7%	.	.	-9%	.
CCOC(=O)C1CCN(C(=O)CSc2c3c(nc4ccc(Cl)cc24)CCCC3)CC1	2%	-1	14%	-0.4	-19%	0.1	.	1%	-11
O=CN1CCN(C(=O)c2ccc(Br)o2)CC1	5%	5	-11%	0.3	-9%	0.3	-2	8%	0
CCN(C(=O)CSc1n[nH]c(N)n1)C1CCCCC1	18%	-9	11%	.	-21%	.	.	46%	.
COc1ccc(S(=O)(=O)Nc2cc(C)c(O)cc2C(C)C)cc1	-1%[57.1 µM]	2	-8%	2.5	-6%	1.8	4	8%[57.1 µM]	0
Cc1cccc(OCC(=O)NC2CCCc3ccccc32)c1C (stereo not given)	1%	0	-4%	-0.3	-11%	-0.9	20	15%	1
Cc1cccc(C)c1OCc1cc(C(=O)N2CC3C[C@@H]4CC2C[C@H](C3)C4)no1	-3%	1	1%	1.1	-20%	0.6	3	0%	5
COC(=O)c1ccc(S(=O)(=O)c2ccccc2)c(N)c1	382%[activator]	4	-1%	0.4	2%	0.2	-7	9%	3

Single records, from the list above. Screens in order: TrxR1 substrate, PI4K2A inh, IDH1 R132H inh, TRHR ag, USP1 inh, D2 ag, D2 antag, TrxR1 inh, TRHR PAM
Cc1cccc(C)c1OCc1cc(C(=O)N2CC3C[C@@H]4CC2C[C@H](C3)C4)no1 is entered as -3%, 1, 1%, 1.1, -20%, 0.6, 3, 0%, 5
O=C(O)C1CCCCC1C(=O)Nc1cccc(Br)c1 (stereo not given) is entered as 2%, -11, 0%, 0.3, ?, 0.3, 9, 10%, 1
COc1ccc(CCNC(=O)c2cc3c(C)nccc3[nH]c2=O)cc1OC is entered as -13%[57.1 µM], 1, 1%, -0.4, -10%, -0.3, -8, 27%[57.1 µM], 1

Returning to the listing, starting two compounds before the break.
SMILES	TrxR1 substrate	PI4K2A inh	IDH1 R132H inh	TRHR ag	USP1 inh	D2 ag	D2 antag	TrxR1 inh	TRHR PAM
Cc1cccc(C)c1OCc1cc(C(=O)N2CC3C[C@@H]4CC2C[C@H](C3)C4)no1	-3%	1	1%	1.1	-20%	0.6	3	0%	5
COC(=O)c1ccc(S(=O)(=O)c2ccccc2)c(N)c1	382%[activator]	4	-1%	0.4	2%	0.2	-7	9%	3
O=c1[nH]c(NCCO)nc2ncn(Cc3ccccc3)c12	3%[57.1 µM]	-1	11%	0.9	0%	-0.7	14	32%[57.1 µM]	5
Cc1ccc(-c2cc(C(F)(F)F)n3ncc(C(=O)N4CCCc5ccccc54)c3n2)cc1	4%	3	1%	0.1	11%	0.0	11	12%	-1
Cc1ccccc1NC(=O)CSc1cn[nH]n1	1%[57.1 µM]	-2	0%	-0.1	-22%	0.4	3	0%[57.1 µM]	3
CC1CC(N(C(=O)c2ccco2)c2ccccc2)c2ccccc2N1 (stereo not given)	10%	-4	10%	-2.9	-7%	0.2	-5	8%	0
O=C(c1ccco1)N1CCN(c2c([N+](=O)[O-])nn(-c3ccc(Cl)cc3)[n+]2[O-])CC1	6%	6	12%	0.0	-25%	0.6	12	22%	-6
CCOC(=O)Nc1ccc2c(c1)N(C(=O)CCN1CCN(CCO)CC1)c1ccccc1CC2	8%	0	1%	0.6	7%	1.0	-16	19%	3
CC(=O)Nc1cccn(Cc2c(Cl)cccc2Cl)c1=O	6%[57.1 µM]	0	-2%	0.0	-14%	0.1	4	14%[57.1 µM]	-2
NNC(=O)C1=NOC2COC3(CCN(c4ncccn4)CC3)OCC12 (stereo not given)	11%	-3	-7%	-0.1	-10%	0.0	3	14%	-4
Cc1cc[n+]2cc(-c3cccc([N+](=O)[O-])c3)c(-c3cccc([N+](=O)[O-])c3)cc2c1	-6%	1	11%	-0.1	-10%	-5.7	-1	-18%	4
COc1ccccc1CNC(=O)COC(=O)CNS(=O)(=O)c1ccc(NC(C)=O)cc1	3%	2	0%	-0.5	-16%	-0.7	4	32%	-7
CCC(C)NC(=O)c1ccc(NC(=O)CC2SC(N3CCCCC3)=NC2=O)cc1 (stereo not given)	6%	-9	5%	0.8	-6%	0.2	-5	40%[activator]	-8
CC1CN(C(=S)Nc2ccc(Cl)cc2)CC(C)O1 (stereo not given)	-2%	0	-3%	-1.7	-6%	-0.9	-24	-6%	9
CCOc1ccccc1NC(=O)CN1C(=O)CSC(C)C1=O (stereo not given)	4%[57.1 µM]	-1	5%	-0.4	-13%	1.2	17	8%[57.1 µM]	-1
CCOC(=O)C1CCN(S(=O)(=O)c2ccc3c4c(cccc24)C(=O)N3)CC1	43%[activator]	2	14%	1.5	?	0.3	-4	27%	-4
COc1ccccc1OCC(=O)N1CCN(C(=O)c2ccco2)CC1	-5%	1	14%	0.8	-4%	-0.7	7	-8%	-11
Cc1cc(C)nc(N2CCN(C(=O)CCC(=O)Nc3nnc(C(C)C)s3)CC2)n1	11%	2	-10%	0.3	-20%	-1.5	3	15%	-10
O=C(c1cc(F)cc(F)c1)N1CCC(c2nc(-c3ccc(S(=O)(=O)N4CCCC4)cc3)no2)CC1	-3%	-1	-11%	0.7	?	-0.6	.	33%	7
COc1cccc(CNC(=O)c2cccc(NC(=O)CC3SC(N4CCCCC4)=NC3=O)c2)c1 (stereo not given)	7%	5	0%	0.3	-11%	0.3	-19	4%	36*
CC(NC(=O)CCN1C(=O)c2ccccc2S1(=O)=O)c1ccccc1 (stereo not given)	0%[57.1 µM]	-1	5%	-0.2	-5%	0.3	-11	0%[57.1 µM]	-3
c1ccc(CNc2cnccn2)cc1	228%[activator]	-1	13%	0.0	-11%	-0.5	11	36%[activator]	8
Cc1c(Cl)cccc1NC(=O)CSc1ncnc2c1cnn2CCc1ccccc1	-9%	2	5%	1.1	0%	0.9	-7	-6%	-10
CN1CCN(c2nnc(-c3ccc(F)cc3)c3ccccc23)CC1	1%	2	7%	0.2	-18%	0.1	2	3%	4
COc1cccc(NC(=O)COC(=O)C2CCN(S(=O)(=O)c3cccs3)CC2)c1	-5%	0	-7%	-1.0	-17%	1.5	4	11%	-4
O=C(c1ccc(=O)[nH]n1)N1CCN(S(=O)(=O)c2ccccc2F)CC1	1%	2	0%	.	-12%	.	.	22%	.
CCN(CC)c1ccc(/C=C(\C#N)c2nc(-c3cccs3)c(NC(C)=O)s2)cc1	.	.	.	64*	.	33*	6	.	9
Cc1ccccc1C(=O)NC1CC2CCCC(C1)N2Cc1ccccc1 (stereo not given)	0%	0	7%	-0.5	-2%	-2.0	71*	16%	3

Compounds shown so far with a cyano group, in the order listed:
SMILES	TrxR1 substrate	PI4K2A inh	IDH1 R132H inh	TRHR ag	USP1 inh	D2 ag	D2 antag	TrxR1 inh	TRHR PAM
COc1ccc(-n2c(SCC(=O)Nc3sc4c(c3C#N)CCCC4)nnc2-c2ccc(O)cc2)cc1	-10%	-1	8%	1.3	-11%	2.0	-7	-9%	-1
CCN(CC)c1ccc(/C=C(\C#N)c2nc(-c3cccs3)c(NC(C)=O)s2)cc1	.	.	.	64*	.	33*	6	.	9
